# Pf Dd2 growth: P. falciparum Dd2 growth inhibitors, primary screen, SYBR Green fluorescence, single dose replicates. 72 h; hits give low values. activity change, % at 10 µM. 94,000 compounds, 2.3% hits. AID 1159554, 2015; in the data active means activity change below about -80%; inconclusive means no clear call, values can overlap the other calls
# C diff growth: C. difficile growth inhibitors, primary screen, HTS. Clostridium difficile clinical isolate growth, OD600, 24 h; hits give low values. 86,000 compounds, 0.25% hits. AID 1259249, 2017. growth activity, negative = inhibition, % at 16 µg/mL (by protocol);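 active means mean growth activity at or below -80% and every replicate also at or below -80%; inconclusive means mean at or below -80% but some replicate above -80%; inactive means mean growth activity above -80%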;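 further: 0% = DMSO wells and -100% = levofloxacin 16 µg/mL wells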
# Tcruzi prolif: T. cruzi intracellular proliferation inhibitors, primary screen, cell-based, beta-gal Tulahuen parasites, NIH3T3 host, luminescence; T. cruzi beta-gal in NIH3T3, GalScreen luminescence, 90 h; inhibition, % at 8.34 µM; 77,000 compounds, 5.9% hits; AID 624255, 2012;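 active means mean inhibition above about 93%, with at least 55% of replicates each passing it, limit read from the data, passing the limit was not always enough; inconclusive means only one of those two conditions holds; inactive means neither condition holds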
# GASC1 inh: inhibitors of GASC-1 (KDM4C) histone demethylase, primary screen, biochemical, single concentration HTS; AID 720574, 2013; inhibition, % at 12.5 µM; 96,000 compounds, 0.15% hits; Lysine-specific demethylase 4C (Homo sapiens), Q9H3R0; GST-KDM4C 2-372, H3K9me3 peptide, LANCE TR-FRET;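 active means mean replicate inhibition above about 25%, with at least 55% of replicates also reaching it, limit read from the data, passing the limit was not always enough; inconclusive means only one of those two conditions met; inactive means neither condition met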
# Target sequence (Q9H3R0 2-372 limits assumed): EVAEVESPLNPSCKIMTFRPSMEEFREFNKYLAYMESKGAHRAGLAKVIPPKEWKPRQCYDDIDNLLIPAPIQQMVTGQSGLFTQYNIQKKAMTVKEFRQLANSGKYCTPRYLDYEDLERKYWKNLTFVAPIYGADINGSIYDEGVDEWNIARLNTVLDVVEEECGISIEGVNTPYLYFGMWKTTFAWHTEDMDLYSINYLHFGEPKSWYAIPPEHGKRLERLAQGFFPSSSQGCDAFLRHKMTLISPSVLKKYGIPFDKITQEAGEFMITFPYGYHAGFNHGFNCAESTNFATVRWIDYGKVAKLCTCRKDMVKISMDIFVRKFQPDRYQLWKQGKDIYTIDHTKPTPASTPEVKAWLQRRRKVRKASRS
#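 reagent = H3K9me3 peptide substrate, Fe(II), 2-oxoglutarate | system = GST-tagged GASC-1 (JMJD2C) catalytic fragment, aa 2-372 | amount = enzyme final amount 10 nM | read-out = Fall in 671/618 emission ratio as inhibition | medium = HEPES buffer, pH 7.5, plus ascorbate | schedule = 30 min reaction, 60 min detection, RT | measured by = LANCE TR-FRET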
# The depositor's hits bear a star; ? = inconclusive; . = not tested or not shown; & = joins results of further samples.
SMILES,Pf Dd2 growth,C diff growth,Tcruzi prolif,GASC1 inh
CO[C@H]1CC[C@H]2CCN(C)C(=O)[C@@H](C)N(C)C(=O)c3cccc(C#N)c3OC[C@@H]1O2,.,-8.5,-2.2,3.7
C[C@@H]1CCCCO[C@H](CN(C)C(=O)NC2CCCCC2)[C@@H](C)CN([C@@H](C)CO)C(=O)c2cc(NC(=O)c3ccccc3)ccc2O1,-51.9,-1.4,61.1,-0.5
COc1cccc(S(=O)(=O)N2CC3(CN[C@H](CO)c4c3c3ccc(OC)cc3n4C)C2)c1,7.0,3.9,.,5.7
COc1ccc(NC(=O)Nc2ccc3c(c2)C(=O)N([C@@H](C)CO)C[C@@H](C)[C@H](CN(C)S(=O)(=O)c2ccc(Cl)cc2)OCCCC[C@@H](C)O3)cc1,-64.4,1.0,113.1*,-0.3
C[C@H]1CN([C@@H](C)CO)C(=O)c2cc(C#CCN(C)C)cnc2O[C@@H]1CN(C)C(=O)Nc1cc(F)ccc1F,-5.3,-3.9,10.5,2.9
CO[C@@H]1CN(C)C(=O)c2ccc(NC(=O)c3cc(C)on3)cc2OC[C@H](C)NC[C@@H]1C,-4.7,.,-26.0,1.1
CC(=O)NC[C@H]1[C@@H](c2ccc(-c3ccccc3F)cc2)[C@@H](CO)N1C(=O)C1CC1,2.0,4.2,46.2,-1.3
C[C@H](CO)N1C[C@H](C)[C@H](CN(C)C(=O)c2ccc3c(c2)OCO3)Oc2cc(-c3ccccc3)ccc2S1(=O)=O,-27.2,-3.5,.,-1.3
CN1C(=O)c2cc(NC(=O)c3ccc(Cl)cc3)ccc2OC[C@@H]2O[C@H](CC(=O)NCc3cccc(F)c3)CC[C@H]21,-54.9,16.0,82.0,-0.9
CC(=O)N(C[C@H]1N[C@H](CO)[C@@H]1c1ccc(-c2ccccc2)cc1)C(C)C,10.0,-5.8,16.4,-3.1
COc1ccc(S(=O)(=O)Nc2ccc3c(c2)CC(=O)N([C@H](C)CO)C[C@@H](C)[C@H](CN(C)S(=O)(=O)c2ccc(Cl)cc2)O3)cc1,7.8,2.9,39.7,0.8
Cc1ccc(S(=O)(=O)N(C)C[C@@H]2Oc3ccc(NC(=O)C4CC4)cc3CC(=O)N([C@@H](C)CO)C[C@H]2C)cc1,-45.3,-3.1,45.2,0.9
O=S(=O)(N[C@H]1CC[C@@H](CCn2cc(Cc3ccccc3)nn2)O[C@@H]1CO)c1ccccc1F,-7.0,-5.6,17.5,0.3
C[C@H](CO)N1C[C@H](C)[C@H](CN(C)S(=O)(=O)c2cccs2)Oc2ccc(NC(=O)CCN3CCOCC3)cc2C1=O,21.0,1.5,-161.7,1.2
C[C@H](CO)N1C[C@H](C)[C@H](CN(C)Cc2ccccc2F)Oc2cc(C#CCN(C)C)ccc2S1(=O)=O,-56.7,1.9,82.3,-0.9
O=C(Cc1ccccc1)N1C[C@H]2[C@@H](c3ccccc31)[C@@H](CO)N2C(=O)Nc1ccc(F)cc1,-8.0,-23.1,30.1,-1.1
C[C@H](CO)N1C[C@H](C)[C@@H](CN(C)Cc2ccc3c(c2)OCO3)OCCCC[C@H](C)Oc2ccc(NC(=O)Cc3ccccc3)cc2C1=O,-79.8,-1.1,46.0,1.1
C[C@H]1CCCCO[C@H](CN(C)S(=O)(=O)c2ccc(Cl)cc2)[C@@H](C)CN([C@@H](C)CO)C(=O)c2cc(NC(=O)c3ccncc3)ccc2O1,-76.0,-3.8,98.2,-0.2
COCC(=O)N1[C@H](C#N)[C@@H](c2ccccc2C2=CCCC2)[C@@H]1CO,?,-3.7,.,1.3
CNC[C@@H]1OCCCC[C@@H](C)Oc2ccc(NC(=O)NC(C)C)cc2C(=O)N([C@H](C)CO)C[C@@H]1C,-21.1,-3.9,29.2,0.7
O=C(Cc1ccccn1)N[C@@H]1CC[C@@H](CCn2cc(-c3cccnc3)nn2)O[C@H]1CO,-2.1,-2.6,-4.3,0.8
Cc1ccc(S(=O)(=O)Nc2ccc3c(c2)C(=O)N([C@@H](C)CO)C[C@H](C)[C@H](CN(C)C(=O)Nc2cccc4ccccc24)OCCCC[C@@H](C)O3)cc1,?,-4.0,68.5,-1.7
CCCNC(=O)N(C)C[C@@H]1Oc2ncc(C#Cc3ccncc3)cc2C(=O)N([C@H](C)CO)C[C@@H]1C,24.2,8.6,-10.9,-0.9
COc1ccc(CN(C)C[C@H]2OCCCC[C@@H](C)Oc3ccc(NS(=O)(=O)c4ccc(Cl)cc4)cc3C(=O)N([C@H](C)CO)C[C@@H]2C)cc1,-30.9,2.2,44.1,6.2
C[C@@H]1CN([C@@H](C)CO)C(=O)CCCn2nncc2CO[C@@H]1CN(C)S(=O)(=O)c1ccc(F)cc1,-43.0&-0.2,-2.9&3.6,-14.7&-53.6,0.1
Cc1ccc(S(=O)(=O)Nc2ccc3c(c2)C(=O)N([C@H](C)CO)C[C@H](C)[C@@H](CN(C)C(=O)Nc2cccc4ccccc24)OCCCC[C@@H](C)O3)cc1,-50.8,-4.3,-5.2,-0.8
C[C@@H]1CN([C@H](C)CO)C(=O)c2cc(-c3ccccc3)cnc2O[C@@H]1CN(C)Cc1ccccn1,-25.3,13.2,6.5,1.2
CC(C)NC(=O)Nc1ccc2c(c1)CC(=O)N([C@@H](C)CO)C[C@@H](C)[C@@H](CN(C)C(=O)Nc1cccc3ccccc13)O2,1.7,1.8,10.6,-0.3
C/C=C/c1ccc([C@@H]2[C@H](CO)N(CC3CC3)C23CN(S(=O)(=O)CC)C3)cc1,-36.0,15.5,.,-0.7
N#C[C@H]1[C@H](c2ccc(C#CC3CC3)cc2)[C@H](CO)N1S(=O)(=O)c1ccccc1,-69.7,0.5,100.6*,0.1
C[C@@H]1CN([C@@H](C)CO)C(=O)c2cc(NC(=O)CCC(F)(F)F)ccc2O[C@@H](C)CCCCO[C@H]1CN(C)C(=O)Nc1ccc(C(F)(F)F)cc1,-31.2,7.5,104.7,-4.9
C[C@H]1CN([C@@H](C)CO)C(=O)c2cc(NC(=O)Cc3cn(C)c4ccccc34)ccc2O[C@H]1CN(C)S(=O)(=O)c1cccs1,-89.8*,.,61.8,-1.9
CC(C)C#Cc1ccc([C@H]2[C@@H](CO)N3C(=O)CN(S(=O)(=O)c4ccccc4)C[C@@H]23)cc1,-47.4,-1.9,.,-0.9
C[C@@H]1CN([C@@H](C)CO)C(=O)c2cc(C3=CCCCC3)cnc2O[C@H]1CN(C)C(=O)Cc1ccccc1,-3.6,-6.0,?,2.1
COc1ccc(NC(=O)N[C@H]2CC[C@@H](CC(=O)NC3CCCCC3)O[C@@H]2CO)cc1,2.5,1.5,.,1.2
O=C(C[C@H]1C[C@H]2c3cc(NC(=O)CC4CC4)ccc3O[C@H]2[C@@H](CO)O1)NCc1cccc(F)c1,-4.7,-40.5,3.5,-3.2
C[C@@H]1CN([C@@H](C)CO)C(=O)Cc2cc(NS(=O)(=O)c3ccc(Cl)cc3)ccc2O[C@@H]1CN(C)S(=O)(=O)c1cccs1,-5.3,0.3,81.1,-0.9
C[C@@H]1CN([C@@H](C)CO)S(=O)(=O)c2ccc(C#Cc3ccc(F)cc3)cc2O[C@H]1CN(C)C(=O)c1ccccn1,-67.1,3.9,103.3*,-0.9
COCCNC(=O)C[C@@H]1C[C@@H]2c3cc(NC(=O)Nc4ccc(OC)cc4)ccc3O[C@@H]2[C@H](CO)O1,-28.7,-11.3,-1.9,-0.3
CC(C)NC(=O)Nc1ccc2c(c1)C(=O)N([C@H](C)CO)C[C@H](C)[C@H](CN(C)CC1CCCCC1)OCCCC[C@@H](C)O2,-4.4,.,56.5,0.2

# Ordered by heavy-atom count (descending): five of the compounds above
SMILES,Pf Dd2 growth,C diff growth,Tcruzi prolif,GASC1 inh
C[C@@H]1CN([C@@H](C)CO)C(=O)c2cc(NC(=O)CCC(F)(F)F)ccc2O[C@@H](C)CCCCO[C@H]1CN(C)C(=O)Nc1ccc(C(F)(F)F)cc1,-31.2,7.5,104.7,-4.9
CCCNC(=O)N(C)C[C@@H]1Oc2ncc(C#Cc3ccncc3)cc2C(=O)N([C@H](C)CO)C[C@@H]1C,24.2,8.6,-10.9,-0.9
C[C@@H]1CN([C@@H](C)CO)C(=O)CCCn2nncc2CO[C@@H]1CN(C)S(=O)(=O)c1ccc(F)cc1,-43.0&-0.2,-2.9&3.6,-14.7&-53.6,0.1
O=C(Cc1ccccn1)N[C@@H]1CC[C@@H](CCn2cc(-c3cccnc3)nn2)O[C@H]1CO,-2.1,-2.6,-4.3,0.8
COc1ccc(NC(=O)N[C@H]2CC[C@@H](CC(=O)NC3CCCCC3)O[C@@H]2CO)cc1,2.5,1.5,.,1.2

# Additional records follow.
SMILES,Pf Dd2 growth,C diff growth,Tcruzi prolif,GASC1 inh
CO[C@@H]1CN(C)C(=O)c2cc(NC(C)=O)ccc2OC[C@@H](C)N(Cc2ccncc2)C[C@@H]1C,-68.6,.,-17.2,-0.9
CCNC(=O)C[C@H]1CC[C@@H]2[C@H](COc3ccc(NC(=O)c4ccc(C(F)(F)F)cc4)cc3C(=O)N2C)O1,3.6,4.5,11.1,0.1
O=C([C@@H]1[C@@H](CO)[C@@H]2Cn3c(cccc3=O)[C@H]1N2S(=O)(=O)c1ccccc1F)N1CCCCC1,5.0,-2.3,8.0,-2.9
COc1ccccc1NC(=O)N(C)C[C@H]1OCc2ccccc2-c2c(n(C)c3ccccc23)C(=O)N([C@@H](C)CO)C[C@H]1C,-39.6,.,28.6,0.8
CO[C@H]1CN(C)C(=O)c2cc(NC(=O)Nc3ccc(C(F)(F)F)cc3)ccc2OC[C@@H](C)NC[C@H]1C,-65.0,.,-53.2,-1.1
O=C(NCCCN1CCOCC1)[C@@H]1N[C@@H]2c3ccc(C4=CCCCC4)c(=O)n3C[C@@H]2[C@H]1CO,21.0,-1.7,52.1,-0.1
CCC(=O)N1C[C@@H](C)[C@@H](OC)CN(C)C(=O)c2ccc(NC(=O)Nc3cccc(F)c3)cc2OC[C@H]1C,-24.2,-3.3,2.1,-0.2
C/C=C/c1cnc2c(c1)C(=O)N([C@H](C)CO)C[C@H](C)[C@H](CN(C)S(=O)(=O)c1ccccc1F)O2,-33.5,0.5,.,-1.1
CCCNC(=O)Nc1ccc2c(c1)C(=O)N(C)C[C@H](OC)[C@H](C)CN(Cc1ccccc1)[C@@H](C)CO2,.,.,36.5,-0.4
COc1ccc(CN(C)C[C@@H]2OCCCC[C@@H](C)Oc3ccc(NC(=O)C4CCCCC4)cc3C(=O)N([C@@H](C)CO)C[C@@H]2C)cc1,-49.5,.,31.8,-0.4
COc1ccccc1NC(=O)N[C@H]1CC[C@H](CC(=O)N[C@H](C)c2ccccc2)O[C@@H]1CO,3.2,.,29.1,-0.1
Cc1ccc(S(=O)(=O)Nc2ccc3c(c2)C(=O)N([C@H](C)CO)C[C@@H](C)[C@H](CN(C)Cc2ccccc2)O3)cc1,2.6,0.5,-38.2,0.0
O=S(=O)(c1cccc(F)c1)N1CC[C@@H]2[C@H]1c1cc(-c3cccc(F)c3)ccc1N[C@@H]2CO,-57.6,-6.7,36.0,0.0
N#Cc1cccc(-c2ccc(C3[C@H]4CNC[C@@H]3N4Cc3cccc(F)c3)cc2)c1 (some centres not stated),-46.4&-30.7,-5.6&38.1,.,0.5&0.0
O=C(C1CCCCC1)N1CC(=O)N2[C@@H](CO)[C@H](c3ccc(C#CCc4ccccc4)cc3)[C@@H]2C1,-69.2,-1.2,.,-0.1
Cc1noc(C)c1S(=O)(=O)Nc1ccc2c(c1)C(=O)N([C@@H](C)CO)C[C@@H](C)[C@H](CN(C)C(=O)Nc1ccccc1)O2,-14.1,.,25.3,-2.7
CN1c2ccc(C#Cc3cccnc3)cc2[C@H]2[C@H](CCN2C(=O)C2CC2)[C@@H]1CO,-44.6,-3.4,79.1,5.6
CCc1cnc(N2[C@H](CO)[C@H](c3ccc(C4=CCCCC4)cc3)[C@@H]2C#N)s1,-7.2,-7.7,103.5*,-2.3
CCCC#Cc1ccc2c(c1)O[C@@H](CN(C)Cc1cncnc1)[C@@H](C)CN([C@H](C)CO)S2(=O)=O,-13.2,7.9,49.7,18.0
COc1ccc2c3c(n(C)c2c1)[C@H](CO)N(S(C)(=O)=O)CC31CN(C(=O)C2CCC2)C1,17.9,-1.5,.,0.3
C[C@H]1CN([C@@H](C)CO)C(=O)c2cccc(NC(=O)Nc3ccc4c(c3)OCO4)c2O[C@H]1CN(C)Cc1ccc2c(c1)OCO2,1.5,-4.5,6.2,0.8
CO[C@@H](CN(C)S(=O)(=O)c1ccc(Cl)cc1)[C@@H](C)CN([C@@H](C)CO)S(=O)(=O)c1cccc(Cl)c1,3.4,.,85.3,-1.9

# Look-ups from the results shown:
# Result for CCCNC(=O)Nc1ccc2c(c1)C(=O)N(C)C[C@H](OC)[C@H](C)CN(Cc1ccccc1)[C@@H](C)CO2 under GASC1 inh: -0.4
# Result for COc1ccccc1NC(=O)N(C)C[C@H]1OCc2ccccc2-c2c(n(C)c3ccccc23)C(=O)N([C@@H](C)CO)C[C@H]1C under Pf Dd2 growth: -39.6

# From PubChem BioAssay
